LYPLA2 counter: LYPLA2 inhibitors, primary screen, counter-screen for PME1 inhibitor project, biochemical, fluorescence polarization, FP-Rh probe ABPP; hit rate 0.38% among 320,000; AID 2177, 2009; recombinant LYPLA2; inhibition, % at 5.9 µM;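 active = inhibition above the screen-wide mean plus 3 SD, limit set per campaign, cut at about 26% in these data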;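 also: 0% = LYPLA2 with DMSO and 100% = wells lacking LYPLA2 enzyme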
Target sequence (O95372 whole entry, looked up): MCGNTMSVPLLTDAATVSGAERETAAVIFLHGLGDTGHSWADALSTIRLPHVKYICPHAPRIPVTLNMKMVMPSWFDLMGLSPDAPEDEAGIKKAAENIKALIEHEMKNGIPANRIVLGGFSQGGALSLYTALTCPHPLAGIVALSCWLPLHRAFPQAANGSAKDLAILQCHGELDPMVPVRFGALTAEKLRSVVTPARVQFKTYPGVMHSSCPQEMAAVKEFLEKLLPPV
LYPLA1 counter: LYPLA1 inhibitors, primary screen, counter-screen for PME1 inhibitor project, biochemical, fluorescence polarization, FP-Rh probe ABPP; hit rate 0.16% among 320,000; recombinant LYPLA1; AID 2174, 2009; Acyl-protein thioesterase 1 (Homo sapiens), O75608; inhibition, % at 5.9 µM;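 active = inhibition above the mean of all tested compounds plus 3 SD, set per campaign, cut at about 14% in these data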;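 also: inhibitors block serine hydrolase probe labeling of LYPLA1 so polarization falls; 0% = enzyme with DMSO and 100% = wells lacking LYPLA1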
ZTA counter: ZTA (EBV) inhibition in EBNA-1 counter-screen. ZTA-DNA binding, fluorescence polarization. inhibition, % at 11 µM. hit rate 0.15% among 320,000. AID 2234; in the data active = inhibition above about 33%
Target sequence (P03206 whole entry, looked up): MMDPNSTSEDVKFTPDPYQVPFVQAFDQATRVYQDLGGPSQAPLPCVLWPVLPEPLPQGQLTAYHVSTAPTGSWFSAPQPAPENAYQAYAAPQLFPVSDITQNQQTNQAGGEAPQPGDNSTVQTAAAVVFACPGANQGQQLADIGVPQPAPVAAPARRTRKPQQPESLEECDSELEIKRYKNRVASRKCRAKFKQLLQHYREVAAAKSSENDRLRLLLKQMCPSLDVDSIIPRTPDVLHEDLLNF
EBNA-1 inh: EBNA-1 DNA-binding inhibitors, primary screen, biochemical, fluorescence polarization; hit rate 0.34% among 300,000; AID 1950, 2009; inhibition, % at 14.8 µM; in the data active = inhibition above about 28%
pPAFAH inh: pPAFAH enzyme inhibitors, primary screen, biochemical, fluorescence polarization, human | AID 463082, 2010 | Platelet-activating factor acetylhydrolase (Homo sapiens), Q13093 | inhibition, % at 3.39 µM | hit rate 1.5% among 330,000 | recombinant pPAFAH, FP-rhodamine probe fluorescence polarization;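 active = inhibition above the mean inhibition across the screen plus 3 SD, cut at about 25% in these data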;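 also: inhibitors block binding of the rhodamine activity-based probe so polarization drops; 0% = enzyme with DMSO and 100% = wells lacking pPAFAH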
Target sequence (Q13093 whole entry, looked up): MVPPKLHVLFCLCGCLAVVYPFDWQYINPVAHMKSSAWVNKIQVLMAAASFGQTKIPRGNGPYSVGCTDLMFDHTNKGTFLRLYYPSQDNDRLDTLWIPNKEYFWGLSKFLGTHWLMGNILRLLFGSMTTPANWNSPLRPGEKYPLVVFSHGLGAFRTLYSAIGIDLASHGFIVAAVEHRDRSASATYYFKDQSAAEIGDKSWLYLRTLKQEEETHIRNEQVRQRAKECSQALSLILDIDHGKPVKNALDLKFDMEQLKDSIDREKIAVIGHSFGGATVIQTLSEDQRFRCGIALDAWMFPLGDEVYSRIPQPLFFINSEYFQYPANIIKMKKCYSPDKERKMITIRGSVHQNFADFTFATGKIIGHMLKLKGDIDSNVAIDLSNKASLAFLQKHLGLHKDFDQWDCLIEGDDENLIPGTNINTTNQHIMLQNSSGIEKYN
PAFAH1B2 FP inh: PAFAH1B2 enzyme inhibitors, primary screen, biochemical, fluorescence polarization, human; Platelet-activating factor acetylhydrolase IB subunit alpha2 (Homo sapiens), P68402; recombinant PAFAH1B2, FP-rhodamine activity probe; inhibition, % at 3.39 µM; hit rate 1.2% among 340,000;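 active = inhibition above the mean of all tested compounds plus 3 SD, cut at about 24% in these data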;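 also: 0% = enzyme with DMSO and 100% = wells lacking PAFAH1B2; many of its hits are not listed in these tables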
PAFAH2 FP inh: PAFAH2 enzyme inhibitors, primary screen, biochemical, fluorescence polarization, human. hit rate 0.99% among 340,000. Platelet-activating factor acetylhydrolase 2, cytoplasmic (Homo sapiens), Q99487. recombinant PAFAH2, FP-rhodamine activity probe. AID 492956, 2010. inhibition, % at 3.39 µM;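 active = inhibition above the mean over all tested compounds plus 3 SD, cut at about 30% in these data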;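 also: inhibitors block probe labeling of enzyme so polarization drops; 0% = enzyme with DMSO and 100% = wells lacking PAFAH2 protein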
PAFAH1B3 FP inh: PAFAH1B3 enzyme inhibitors, primary screen, biochemical, fluorescence polarization, human; inhibition, % at 3.39 µM; AID 492972, 2010; Platelet-activating factor acetylhydrolase IB subunit alpha1 (Homo sapiens), Q15102; hit rate 0.28% among 340,000; recombinant PAFAH1B3, FP-rhodamine probe;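 active = inhibition above the screen-wide average of all tested compounds plus 3 SD, cut at about 25% in these data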;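 also: 0% = enzyme with DMSO only and 100% = wells lacking PAFAH1B3 protein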
PREPL inhibitor: PREPL enzyme inhibitors, primary screen, biochemical, fluorescence polarization; Prolyl endopeptidase-like (Homo sapiens), Q4J6C6; recombinant PREPL, fluorescence polarization activity-based probe; inhibition, % at 5.96 µM; hit rate 0.68% among 320,000; AID 2751, 2010; in the data active = inhibition above about 43%;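 also: 0% = enzyme with DMSO and 100% = wells lacking enzyme; many of its hits are not listed in these tables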
Starred values were filed as active, the others as inactive; . = no result given. A portion of the library, so the mix of outcomes need not match the whole.

SMILES	LYPLA2 counter	LYPLA1 counter	ZTA counter	EBNA-1 inh	pPAFAH inh	PAFAH1B2 FP inh	PAFAH2 FP inh	PAFAH1B3 FP inh	PREPL inhibitor
COc1ccc(N2CCN(C(CNC(=O)C(=O)NCc3ccc4c(c3)OCO4)c3ccco3)CC2)cc1 (centres undefined)	9	0	-5	-14	3	6	4	2	25
CC1(C)CC(=O)C=C(Nc2ccccn2)C1	-1	-2	-10	8	-2	-1	-6	5	-6
O=C(O)c1c(C(=O)O)c(-c2ccc(F)cc2)n2c1CCC2	7	0	6	-9	4	-3	1	-5	4
O=C(COc1ccccc1)N1CCN=C1SCc1ccc(F)cc1	-2	0	4	-5	8	4	1	7	-9
CCS(=O)(=O)c1cc([N+](=O)[O-])c(Sc2ccccc2NC(C)=O)s1	0	-1	-5	2	3	6	11	6	4
O=C(Cn1cnc2scc(-c3ccc(Br)cc3)c2c1=O)N1CCOCC1	-3	-1	3	6	1	-3	-1	-5	15
CC1Cc2ccccc2N1CC(=O)NC(=O)NC1CCCCC1 (centres undefined)	-2	4	-11	-17	4	17	4	3	10
C=CCNC(=O)c1cccc(OC2CCN(CC(C)(C)C)CC2)c1	-1	2	-3	-3	3	-5	1	4	-4
CC(NC(=O)c1ccccc1Cl)c1nnc(SCC(=O)Nc2ccc(C(=O)O)cc2)n1C (centres undefined)	3	-3	7	-8	-5	-3	-4	2	12
COc1ccc2oc(C(=O)OCC(=O)Nc3ccc(C(=O)N(C)C)cc3)c(C)c2c1	0	-3	12	-5	0	-2	-3	1	-3
Oc1ccc2ccc3cccc[n+]3c2c1	8	6	-5	-7	3	8	10	8	0
COc1ccc(-c2nn(CC(=O)NCCc3ccccc3)c(=S)n2C)cc1	2	2	-10	-4	2	2	-4	4	-5

Sorted by SMILES length (largest number first): 8 of the compounds above.
SMILES	LYPLA2 counter	LYPLA1 counter	ZTA counter	EBNA-1 inh	pPAFAH inh	PAFAH1B2 FP inh	PAFAH2 FP inh	PAFAH1B3 FP inh	PREPL inhibitor
CC(NC(=O)c1ccccc1Cl)c1nnc(SCC(=O)Nc2ccc(C(=O)O)cc2)n1C (centres undefined)	3	-3	7	-8	-5	-3	-4	2	12
CCS(=O)(=O)c1cc([N+](=O)[O-])c(Sc2ccccc2NC(C)=O)s1	0	-1	-5	2	3	6	11	6	4
O=C(Cn1cnc2scc(-c3ccc(Br)cc3)c2c1=O)N1CCOCC1	-3	-1	3	6	1	-3	-1	-5	15
C=CCNC(=O)c1cccc(OC2CCN(CC(C)(C)C)CC2)c1	-1	2	-3	-3	3	-5	1	4	-4
O=C(COc1ccccc1)N1CCN=C1SCc1ccc(F)cc1	-2	0	4	-5	8	4	1	7	-9
CC1Cc2ccccc2N1CC(=O)NC(=O)NC1CCCCC1 (centres undefined)	-2	4	-11	-17	4	17	4	3	10
CC1(C)CC(=O)C=C(Nc2ccccn2)C1	-1	-2	-10	8	-2	-1	-6	5	-6
Oc1ccc2ccc3cccc[n+]3c2c1	8	6	-5	-7	3	8	10	8	0

Carrying on:
SMILES	LYPLA2 counter	LYPLA1 counter	ZTA counter	EBNA-1 inh	pPAFAH inh	PAFAH1B2 FP inh	PAFAH2 FP inh	PAFAH1B3 FP inh	PREPL inhibitor
O=C(C1=C[C@H](c2coc3ccccc3c2=O)C[C@H](OCc2ccc(CO)cc2)O1)N1CCOCC1	-5	-6	-1	8	1	-4	10	9	22
CCC(C(=O)Nc1nnc(-c2ccco2)s1)c1ccccc1 (centres undefined)	-9	-5	10	4	-4	9	-1	2	-12
Cc1cc2nnc(SC(C)C)n2c2ccccc12	-1	-3	14	12	5	1	1	16	-10
CCNC(=S)Nc1ccc(NC(=O)c2ccccc2O)cc1	3	1	-6	-1	3	5	2	6	-1
Cc1ccccc1Nc1nc(N)nc(CSc2nnnn2C)n1	-5	-1	9	8	4	6	1	-5	-1
CC(C)(Oc1ccc(Cl)cc1)C(=O)NC1CCCCC1	3	0	-3	1	-4	4	-3	-1	-6
CS(=O)(=O)N1CCc2cc(S(=O)(=O)NCCNS(=O)(=O)c3ccc4c(c3)CCN4S(C)(=O)=O)ccc21	5	0	-10	11	1	0	1	4	6
COC(=O)[C@H](Cc1ccccc1)NC(=O)[C@@H]1C[C@H]1[C@@H](NC(=O)OCc1ccccc1)c1ccccc1	-3	3	-9	7	-2	2	-7	4	3
COc1cccc(C2C(C(=O)NCc3ccccc3)=C(C)Nc3ncnn32)c1 (centres undefined)	8	2	0	1	7	1	0	0	7
Cc1ccc2c(c1)C1CN(C)CCC1N2S(=O)(=O)c1cc(C(F)(F)F)ccc1Cl (centres undefined)	3	2	-5	.	0	-3	5	0	-50
O=C(NNC(=O)c1ccc(Br)s1)c1cccc(S(=O)(=O)N2CCCC2)c1	-3	-3	-2	.	4	2	-3	2	3
Cc1ccc(Cl)cc1NC(=O)C1CC1c1ccccc1 (centres undefined)	-2	-2	-6	-6	-6	4	-3	8	14
O=C1CCCc2c1cnc1ncnn21	-1	-3	14	17	2	1	1	-4	6
COc1ccc(CCNC(=O)c2c(C)nn(-c3ccccc3)c2Cl)cc1	-1	0	14	-4	6	2	-6	9	4
COc1ccc2nc(NC(=O)c3cc(C)oc3C)sc2c1	-7	-3	13	3	4	-1	-3	7	-6
Cc1ccc(C(=O)NCCCNC(=O)c2cccnc2)cc1	-3	-2	-6	0	1	8	-4	5	-3
C=CCn1c(O)c(C2=c3ccccc3=NC2=O)c2ccccc21	6	-5	-33	-11	3	5	6	1	-15
COc1cc(-c2cccs2)cc(=O)c2c(C)oc(C)c12	3	1	-9	-9	22	4	32*	7	3
Cc1ccc(S(=O)(=O)CCC(=O)O)cc1C	-3	0	1	11	-1	0	-7	6	10
COc1ccc(-c2noc(CCCC(=O)NC3CCCC3)n2)cc1OC	3	-1	-4	-5	2	4	1	-5	5
Fc1ccc(OCc2nn[nH]n2)c(F)c1	2	0	-13	-9	-5	-1	0	10	9
c1ccc(COc2ccc(OCCCN3CCCC3)cc2)cc1	-6	-1	-4	1	4	2	-8	1	9
O=C(C1=C(O)C(=O)N(CCN2CCOCC2)C1c1ccccn1)c1cccs1 (centres undefined)	0	1	-8	-9	-3	4	-1	5	7
Cc1ccc(NC(=O)Nc2nc(-c3ccc(C)s3)cs2)cc1	-6	-5	-6	-2	-1	6	-1	8	14

Other compounds
Fields – LYPLA2 counter | LYPLA1 counter | ZTA counter | EBNA-1 inh | pPAFAH inh | PAFAH1B2 FP inh | PAFAH2 FP inh | PAFAH1B3 FP inh | PREPL inhibitor
> Cc1ccsc1C(=O)N1CCN(c2ncc(C(F)(F)F)cc2Cl)CC1
    -2 | -4 | -1 | 6 | 6 | 1 | -6 | 11 | 12
> O=C(CC1C[C@H](C(=O)N2CCOCC2)[C@@]2(CCC3CCCC3)c3[nH]c4ccccc4c3CCN2C1=O)NCCc1ccccn1 (some centres undefined)
    . | . | . | . | 4 | -2 | 11 | -5 | 15
> CC(=C/c1ccc(C(C)C)cc1)/C=N/NC(=O)Cn1nc(C)cc1C
    17 | 7 | 7 | 2 | 7 | -1 | 4 | 5 | -2
> O=C(Nc1nnc(Cc2ccccc2F)s1)c1ccccc1Cl
    -2 | 0 | -16 | 2 | 2 | 2 | -1 | 0 | -5
> Cc1c(CCO)c(=O)[nH]n1C(=O)c1ccc(F)cc1
    -6 | -3 | -4 | -2 | 0 | 4 | -5 | 4 | -9
> Cc1cccc2cc(CN(CCCO)C(=O)Nc3cccc(Cl)c3)c(=O)[nH]c12
    -4 | -7 | -4 | 4 | 1 | -5 | 4 | 2 | -7
> CCCCCC(=O)Nc1cccc(C2=NOC3(C2)C[C@@H](C(N)=O)N(C(=O)Cc2ccc([N+](=O)[O-])cc2)C3)c1 (some centres undefined)
    3 | -3 | -14 | -10 | 5 | 2 | 6 | -2 | 3
> CC(=O)c1cccc(N(CC(=O)Nc2ccccc2C(=O)N2CCCC2)S(C)(=O)=O)c1
    -4 | -3 | 0 | 0 | 0 | 4 | 0 | 0 | 6
> Cc1ccc(S(=O)(=O)/N=C(/c2ccccc2)N2CCOCC2)cc1
    -3 | 2 | 3 | 2 | -1 | 8 | 4 | -2 | -2
> CCOc1ccc(NC(=O)CCC(=O)c2ccc(Br)cc2)cc1
    8 | -1 | 3 | 6 | -2 | 2 | 3 | 6 | -9
> CNc1nc(Cl)c(SC)c(NCc2ccc(F)cc2)n1
    3 | 0 | -2 | 4 | 9 | 5 | 0 | 5 | 7
> O=C1N=C(N2CCOCC2)CS1
    8 | 3 | 9 | 6 | -2 | 3 | 0 | -6 | 1
> Cc1cc(NS(=O)(=O)c2ccc(NC(=O)N[C@H](C(=O)O)C(C)C)cc2)no1
    15 | 4 | 3 | 1 | 1 | 1 | 0 | 1 | 14
> COc1cc(OC)c(OC)cc1/C=C1/Cc2ccccc2C1=O
    4 | 7 | 5 | 6 | 8 | 1 | -11 | 5 | 10
> O=C(NN1CCOCC1)c1ccco1
    -10 | -2 | 18 | . | 7 | 2 | -4 | -5 | 1

Source: PubChem (The Scripps Research Institute Molecular Screening Center)
